# Myeloid diff 2: promotes myeloid progenitor differentiation. ER-HoxA9 myeloid progenitors, lysozyme-GFP differentiation, flow cytometry. calls only at 10 µM. 360,000 compounds, 1% hits;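 active = normalized GFP-positive differentiation at or above the plate's own cutoff, the solvent-only control mean plus 3 SD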;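 note: cells exposed to compound for four days before flow analysis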
# Myeloid diff 2 GFP+ MAC1+ %: recorded beside Myeloid diff 2, whose call it bears; GFP+ MAC1+ double positive, %; measured here: differentiation confirmed by MAC1 staining
# * hit, by the source's call; i = inactive; + = active, no number. An excerpt; the hit share may differ from the screen's.
# Each structure is followed by: Myeloid diff 2 GFP+ MAC1+ % | Myeloid diff 2
> C[C@H](CO)N1C[C@H](C)[C@H](CN(C)C(=O)Nc2cccc(F)c2)Oc2cc(C#CC3(O)CCCC3)ccc2S1(=O)=O
→ 0.4 | i
> COc1cccc(Nc2nc(C(N)Cc3ccc(C(F)(F)F)cc3)cs2)n1 (configuration not stated)
→ 4.5 | i
> O=P1(O)Cc2ccccc2-c2ccccc21
→ 1.2 | i
> O=[N+]([O-])c1ccccc1C=CC=NN=Cc1ccccc1O
→ 0.9 | i
> OC[C@@H]1CN(Cc2cccs2)C[C@H](n2cnc3c(NCc4ccco4)ncnc32)O1
→ 0.7 | i
> CCC(=O)N1CCC1(C)C(=O)Nc1cc(-c2ccccc2)nn1C (configuration not stated)
→ 2.4 | i
> Cc1cc(C(=O)COC(=O)Cc2n[nH]c(=O)c3ccccc23)c(C)n1CC(F)(F)F
→ 1.1 | i
> COC(=O)c1c[n+]([O-])ccc1OC
→ 1.0 | i
> O=C(NCc1ccccc1)c1cc(C2COCCN2C(=O)C2CC2)on1 (configuration not stated)
→ 1.1 | i
> O=C(Cn1c(=O)oc2cc(S(=O)(=O)N3CCCC3)ccc21)Nc1ccccn1
→ 1.5 | i
> Cn1c(=O)[nH]c(=O)c2c1nc(Br)n2Cc1ccc(Cl)cc1
→ 0.6 | i
> CCOC(=O)C1=CCC(c2ccccc2C(F)(F)F)N(S(=O)(=O)c2ccc(C)cc2)C1 (configuration not stated)
→ 2.0 | i
> CC1(C)CC(=O)C=C(c2ccc(COC(=O)c3ccc(-c4ccccc4)cc3)cc2)C1=O
→ 0.3 | i
> C[C@@H]1COc2cccc(N3CCSCC3)c2S(=O)(=O)N1
→ 0.5 | i
> CCN1C[C@@H]2[C@@H]3C(=O)N(Cc4ccccc4)C(=O)[C@@H]3[C@](CC)(C(=O)OC)N2C1=NC
→ 0.5 | i
> Cc1ccc(Cc2c(-c3ccco3)nc3c(C)cc(Br)cn23)cc1
→ 3.6* | +
> CC1(C(=O)NS(=O)(=O)c2ccccc2)CCN1C(=O)CC1CCCC1 (configuration not stated)
→ 0.4 | i
> CCCCn1nnnc1C(c1ccccc1)N1CCN(C(=O)C2CCCO2)CC1 (configuration not stated)
→ 0.8 | i
> CCOC(=O)C1=CN(Cc2cccc(F)c2)S(=O)(=O)NC1c1ccc(Br)cc1F (configuration not stated)
→ 1.6 | i
> CCOc1cc(/C=N/Nc2ccc(S(=O)(=O)Nc3ccccc3C(=O)O)cc2[N+](=O)[O-])cc(Cl)c1O
→ 0.4 | i

# Some of the entries above, reformatted.
SMILES | Myeloid diff 2 GFP+ MAC1+ % | Myeloid diff 2
Cc1ccc(Cc2c(-c3ccco3)nc3c(C)cc(Br)cn23)cc1 | 3.6* | +
O=C(Cn1c(=O)oc2cc(S(=O)(=O)N3CCCC3)ccc21)Nc1ccccn1 | 1.5 | i
Cn1c(=O)[nH]c(=O)c2c1nc(Br)n2Cc1ccc(Cl)cc1 | 0.6 | i
CC1(C)CC(=O)C=C(c2ccc(COC(=O)c3ccc(-c4ccccc4)cc3)cc2)C1=O | 0.3 | i
O=P1(O)Cc2ccccc2-c2ccccc21 | 1.2 | i
CCOC(=O)C1=CCC(c2ccccc2C(F)(F)F)N(S(=O)(=O)c2ccc(C)cc2)C1 (configuration not stated) | 2.0 | i

# Additional entries follow.
# Each structure is followed by: Myeloid diff 2 GFP+ MAC1+ % | Myeloid diff 2
> CCCCNC(=S)N(CCCO)Cc1cc2cc3c(cc2[nH]c1=O)OCO3
→ 0.9 | i
> C[C@@]12C(C[C@H](O)[C@@]34C[C@@H](CCC13)[C@@H](CO)C4=O)[C@](C)(C(=O)O)CC[C@@H]2O (some centres not stated)
→ 1.4 | i
> Fc1cccc(Cc2c(-c3ccco3)nc3c4ccccc4ccn23)c1
→ 3.2 | i
> Cc1ccc(S(=O)(=O)N2CCOCC2)cc1NC(=O)COC(=O)C1CCC1
→ 0.4 | i
> CC(=O)Nc1cccc2cc(S(=O)(=O)O)ccc12
→ 0.9 | i
> COc1cc(Cl)ccc1OCc1cc(C(=O)N2CCN(C)C(=O)[C@@H]2C)no1
→ 0.3 | i
> CSc1nc(S(C)(=O)=O)nc2[nH]c(=O)[nH]c12
→ 0.7 | i
> CN(C)CCCNC(=O)C[C@H]1C[C@H](C(=O)N2CCCCC2)[C@@]2(CCc3ccccc3)c3[nH]c4ccc(Cl)cc4c3CCN2C1=O
→ 1.1 | i
> C#CCNC(=O)C[C@@H]1C[C@@]2(C(=O)OC)CC(C)(C)CC=C2N(CCCCCCCC)C1=O
→ 3.1 | i
> CC(C)N(C)c1ncnc2c1ncn2[C@H]1CN(Cc2cccs2)C[C@@H](CO)O1
→ 0.2 | i
> Cc1cccc(NS(=O)(=O)c2ccc(C)c(C(=O)NC3CCN(Cc4ccccc4)CC3)c2)c1
→ 1.7* | +
> COCCN(C(=O)CSc1nnc(-c2ccncc2)n1C)c1c(N)n(CC(C)C)c(=O)[nH]c1=O
→ 0.9 | i
> CC12CCC3C(CCC4CC(O)CCC43C)C1CC(=O)C2 (configuration not stated)
→ 4.2 | i
> CNc1ncnc2c1ncn2[C@H]1CN(Cc2ccco2)C[C@@H](CO)O1
→ 0.5 | i
> CCNC(=O)C1(C)CCCN(Cc2cc(-c3ccccc3)n(C)n2)C1 (configuration not stated)
→ 0.5 | i
> COc1cccc(C(=O)N2CCC[C@H]2C(=O)N2CCC[C@H]2C(=O)NCc2ccncc2)c1
→ 1.5 | i
> COc1cccc(NC(=O)C2(C)CCN2C(=O)C2CCCCC2)c1 (configuration not stated)
→ 2.2 | i
> Cc1cc2c(cc1C)-n1nnnc1C(N1CCN(c3ncccc3C#N)CC1)C(=O)N2 (configuration not stated)
→ 1.4 | i
> CN1CCN(c2ccc(CNC(=O)C3(C)Cc4c(-c5ccccc5)ccnc4O3)cc2)CC1 (configuration not stated)
→ 0.8 | i
> O=C1NC[C@H](CCCCN2CCN(CCc3ccccc3)C(=O)C2=O)N(CC2CCCCC2)C1=O
→ 0.5 | i
> CCN1C=C(C(C)=O)C(=O)CC1
→ 0.3 | i
> C[C@H]1CN([C@@H](C)CO)C(=O)CCCn2nncc2CO[C@@H]1CN(C)Cc1ccc2c(c1)OCO2
→ 1.1 | i
> CS(=O)(=O)Nc1ccc2c(c1)[C@H]1C[C@H](CC(=O)NCc3cccc(F)c3)O[C@@H](CO)[C@H]1O2
→ 1.3 | i
> CN(C)CCCNc1nc2cc(-c3ccccc3CO)sc2c(=O)n1C
→ 0.5 | i
> CCOC(=O)C1=CN(Cc2cccc(F)c2)S(=O)(=O)N(C)C1c1ccc2ccccc2c1 (configuration not stated)
→ 0.5 | i
> C[C@@H]1CN([C@@H](C)CO)C(=O)CCCn2nncc2CO[C@H]1CN(C)S(=O)(=O)c1ccc(F)cc1
→ 1.4 | i
> CCOC(=O)C(Cc1ccccc1)C1(C)Oc2ccccc2O1 (configuration not stated)
→ 1.3 | i
> Nc1ncnc2c1ncn2[C@@H]1O[C@H](CNC(=O)[C@H]2CCC(=O)N2)[C@@H](O)[C@H]1O
→ 0.4 | i
> CN1CCN(c2ccc(CNC(=O)C3Cc4c(-c5ccccc5)ccnc4O3)cc2)CC1 (configuration not stated)
→ 0.8 | i
> S=C(NCc1ccccc1)C(=S)NCc1ccccc1
→ 0.6 | i
> O=C(CC1(O)CCCCC1)OC1CCCC1
→ 0.6 | i
> O=C(COC(=O)c1ccc(Cl)nc1)Nc1ccc2ccccc2c1
→ 0.9 | i
> OC(c1ccccc1)(c1nc(-c2ccc(Cl)cc2)cs1)C(F)(F)F (configuration not stated)
→ 0.9 | i
> COc1ccccc1N1CCN(C(=O)c2ccccc2SCC(=O)N2CCCC2)CC1
→ 0.6 | i
> COc1cccc(CNC(=O)c2ccc(S(=O)(=O)N3CCCCC3)cc2)c1
→ 0.5 | i
> CCOC(=O)[C@H]1Nc2ccc(Cl)cc2[C@@H]2[C@H]1C1CC(c3ccccc31)N2C(=O)OCc1ccccc1 (some centres not stated)
→ 1.0 | i
> O=C(Nc1c(-c2ccc(Cl)cc2)[nH][nH]c1=O)c1ccccc1Cl
→ 1.4 | i
> COC(=O)c1ccccc1NC(=O)COC(=O)Cc1ccc(S(=O)(=O)N2CCOCC2)s1
→ 1.5 | i
> C=CCNC(=O)CN1C(=O)CSc2ccc(S(=O)(=O)N3CCOCC3)cc21
→ 0.8 | i
> O=C(O)C(=Cc1ccncc1)c1cccc2ccccc12
→ 0.0 | i
> Cc1sc(NC(=O)CSc2n[nH]c(N)n2)c(C#N)c1C
→ 2.1* | +
> O=C1C(=Cc2ccc(F)cc2)Cc2ccccc21
→ 0.8 | i
> N#CC(=C1C=C(Br)C(=NO)C=C1Cl)c1ccc(Cl)cc1
→ 0.9 | i
> O=[N+]([O-])c1ccc(S(=O)(=O)NN=C2CCCCC2)cc1
→ 1.0 | i
> O=C(Nc1ccccc1)N1CCN(c2ccccc2)CC1
→ 3.7 | i
> CN(C)C(CNC(=O)C1CC(=O)N(c2cccc(C(F)(F)F)c2)C1)c1ccccc1 (configuration not stated)
→ 1.3 | i
> NC(=O)c1cccc(Nc2nc(C(N)COCc3ccccc3)cs2)n1 (configuration not stated)
→ 0.1 | i
> CCc1nc2c(OCc3cccc(Cl)c3)cccn2c1N(C)C(=O)c1ccco1
→ 0.5 | i
> COc1ccc(NS(=O)(=O)c2cccc(C(=O)NCC(c3ccc(OC)cc3)N3CCCCC3)c2)cc1 (configuration not stated)
→ 0.3 | i
> COc1cc(F)ccc1-c1csc(C(O)c2ccc(F)c(F)c2)n1 (configuration not stated)
→ 1.8 | i
> CC1(C(=O)NS(=O)(=O)c2cccc(C#N)c2)CCN1C(=O)Cc1cc(F)ccc1F (configuration not stated)
→ 1.1 | i
> COc1ccc(F)cc1-c1cc(C(=O)NCc2cccc(C(F)(F)F)c2)[nH]n1
→ 0.5 | i
> Cc1ccc(C(=O)N2c3ccccc3N=C(c3ccccc3)C2C(=O)NC(C)C)cc1 (configuration not stated)
→ 1.3 | i
> C[C@H]1CN([C@@H](C)CO)C(=O)CCCn2nncc2CO[C@H]1CN(C)S(=O)(=O)c1ccc(-n2cccn2)cc1
→ 0.7 | i
> CC(C)NC(=O)OCc1c(COC(=O)NC(C)C)c([N+](=O)[O-])n2c1CCC2
→ 0.9 | i
> CC1=C(C(=O)N2CCOCC2)CC(CC(=O)NC2CCCC2)C(=O)N1CCCN1CCCC1=O (configuration not stated)
→ 0.2 | i
> O=C(O)c1cc(-c2cc(C(=O)O)c3ccccc3n2)ccc1O
→ 1.3 | i
> CC(=O)Nc1ccc(-c2ccnc3c2CC(C)(C(=O)Nc2ccc(Cl)c(C(F)(F)F)c2)O3)cc1 (configuration not stated)
→ 0.2 | i
> CC(C)c1ccc(NC(=O)Nc2nnc([C@H]3C[C@H](O)[C@@H](CO)O3)s2)cc1
→ 0.4 | i
> Cc1ccc(NC(=O)c2ncn(CC(=O)N3CCN(c4ccccn4)CC3)n2)cc1C
→ 0.5 | i

# Remaining list, next part:
# Each structure is followed by: Myeloid diff 2 GFP+ MAC1+ % | Myeloid diff 2
> O=S(=O)(c1ccc(F)c(F)c1)N1CCCCCCC1
→ 0.8 | i
> COc1cc(F)ccc1-c1csc(C(O)(c2ccccc2)C(F)(F)F)n1 (configuration not stated)
→ 0.9 | i
> COc1ccccc1Cc1c(-c2ccc(C)cc2)nc2ccc(Cl)cn12
→ 0.3 | i
> Cc1cccnc1C1=NOC(Cc2ccccc2)C(=O)N1CCOc1ccc(F)cc1 (configuration not stated)
→ 5.5 | i
> CCC(c1nnnn1-c1ccc(OC)cc1)N1CCN(C/C=C/c2ccccc2)CC1 (configuration not stated)
→ 0.2 | i
> NC(c1csc(NC(=O)Nc2ccc(OC(F)(F)F)cc2)n1)C1CCCCC1 (configuration not stated)
→ 0.9 | i
> O=S(=O)(Cc1nnnn1-c1ccc(Br)cc1)c1ccccc1
→ 0.9 | i
> CCOC(=O)c1cc2c(c(CCO)n1)[C@@H](CCO)N(S(=O)C(C)(C)C)C2 (some centres not stated)
→ 0.5 | i
> C[C@H](NC(=O)c1ncn2c1C(=O)NC[C@H]2C)c1ccccc1
→ 1.0 | i
> CC(O)c1cccc(-c2ccc(CN3C[C@]4(CO)O[C@@H](CO)C[C@@H]4S3(=O)=O)cc2)c1 (some centres not stated)
→ 0.5 | i
> Cc1cccc(NS(=O)(=O)c2ccc(C)c(C(=O)NNC(=O)c3csc(N4CCOCC4)n3)c2)c1
→ 0.8 | i
> COCCN(C(=O)COC(=O)CNC(=O)c1ccc(C)cc1)c1c(N)n(Cc2ccccc2)c(=O)[nH]c1=O
→ 0.7 | i
> CCc1ccccc1NC(=O)CCC(=O)N1CCN(C(C)=O)CC1
→ 0.9 | i
> CC1(C(=O)NS(=O)(=O)c2cccc(Cl)c2)CCN1C(=O)c1cccc2ccccc12 (configuration not stated)
→ 0.9 | i
> CCCNC(=O)c1cc(C2CCCN(C(=O)c3cc(C(C)(C)C)nn3C)C2)on1 (configuration not stated)
→ 0.9 | i
> CC1(C(=O)NCc2ccccc2)CCC(=O)N1C1CCN(Cc2ccccc2)CC1 (configuration not stated)
→ 1.0 | i
> C#CCOCCOCCOCCNc1nc(N2CCN(C(=O)Cn3cc(CCO)nn3)CC2)nc(N2CCN(C(=O)[C@H](C)n3cc(CCCN=C(N)N)nn3)CC2)n1
→ 1.9 | i
> Cc1cn([C@H]2C[C@H](O)[C@@H](/C=C/C(=O)NCCCc3ccccc3)O2)c(=O)[nH]c1=O
→ 2.0 | i
> CCCS(=O)(=O)NC(=O)C1(C)CCCN(C(=O)c2ccc(C(=O)OC)cc2)C1 (configuration not stated)
→ 0.9 | i
> OCCN1CCN(c2ncnc3c2ncn3[C@H]2CN(Cc3cccc(C(F)(F)F)c3)C[C@@H](CO)O2)CC1
→ 0.5 | i
> CCOc1ccc(S(=O)(=O)NCCC(=O)NNC(=O)c2ccc(F)cc2)cc1
→ 0.4 | i
> Cc1cccc(N2CCN(C(=O)CN3C(=O)NC(C)(C4CC4)C3=O)CC2)c1C (configuration not stated)
→ 1.0 | i
> COc1ccc(NC(=O)CNCc2cccs2)c(OC)c1
→ 0.5 | i
> Cc1ccc(-c2nnc(SCC(=O)NCC3CCCO3)nc2-c2ccc(C)cc2)cc1 (configuration not stated)
→ 0.9 | i
> CCc1nc2c(OCCn3cccc3)cccn2c1N(C)C(=O)c1ccc(OC)cc1
→ 1.1 | i

# High-throughput results (PubChem)
